# Assay outcomes as filed in PubChem BioAssay.
# CRFBP-R2 agonist = agonists of CRF-BP/CRF-R2 complex, primary screen, cell-based, HEK293, calcium dye fluorescence, uHTS | CRF-binding protein / CRF receptor 2 complex (human) | calcium dye fluorescence (FLIPR); percent of saturating CRF peptide response | activation, % at 13.2 µM | actives 0.46% (n = 350,000);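 active = activation of at least 50%, plus an integration ratio under a set limit after plate pattern correction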;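 note: plate controls were neutral control wells without compound for no effect and CRF at EC100 for full effect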
# CRFBP-R2 block = antagonists of CRF-BP/CRF-R2 complex, primary screen, cell-based, HEK293, calcium dye fluorescence, uHTS. CRF-induced calcium fluorescence. inhibition, % at 11.8 µM. actives 0.59% (n = 350,000). AID 588475, 2011;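 active = inhibition of the ligand-induced calcium signal above about 50% at the single tested concentration, limit read from the data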
# IDE act = human IDE activators in live cells, primary screen, fluorescence polarization, HEK cells, FAbeta-B substrate; Insulin-degrading enzyme (Homo sapiens), P14735; FAbeta-B cleavage; 0% vehicle, 100% cell-free pure enzyme wells; activation, % at 5.96 µM; actives 0.073% (n = 340,000); AID 493087, 2011;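 active = activation above the mean of all tested compounds plus 3 SD, set per screening campaign, cut at about 17% in these data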
# IDE inh = human IDE inhibitors in live cells, primary screen, fluorescence polarization, HEK cells, FAbetaB substrate | actives 0.41% (n = 320,000) | FAbetaB cleavage | inhibition, % at 5.59 µM | Insulin-degrading enzyme (Homo sapiens), P14735;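 active = percent inhibition above the average of all tested compounds plus 3 SD, set per screening campaign, cut at about 16% in these data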;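 note: IDE supplied by intact live HEK cells; FP after avidin binding of uncleaved biotin substrate so inhibition keeps polarization high; 0% = DMSO wells and 100% = 60 µM reference IDE inhibitor Ii1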
# M4 PAM = human M4 muscarinic receptor positive allosteric modulators, primary screen, CHO-K1 cells, Fluo-8 calcium fluorescence; CHO-K1 hM4/Gqi5, ACh EC20; 0% = ACh EC20, 100% = maximal ACh; activation, % at 3 µM; actives 0.4% (n = 360,000);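 active = activation above its plate's cutoff, the mean activation of sample wells plus 3 SD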; note: some results filed as inactive read as strong as hits
# MEKK3 PB1 HTS = modulators of MEKK3-MEK5 PB1 binding, primary screen, biochemical, wildtype MEKK3, multiplex bead flow cytometry, Alexa488-MEK5; binding response (% of control), % at 10 µM; Mitogen-activated protein kinase kinase kinase 3 (Homo sapiens), Q99759; actives 1.4% (n = 290,000); bead-based flow cytometry, Alexa488-MEK5 binding to MEKK3; actives lie on both sides; 0 = blocked by unlabeled MEK5, 100 = vehicle;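 active = binding response more than 3 SD above or below the average of its plate-row segment, actives on both sides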;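 note: Alexa488 bead fluorescence after subtracting the streptavidin-only scavenger bead signal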
# GalR3 antag = GalR3 antagonists in HEK293 cells, primary screen, cell-based, fluorescence readout; HEK293 GalR3-CNG cAMP membrane potential fluorescence; galR3 body fused to GalR1 C-terminus; AID 651719, 2012; actives 0.44% (n = 360,000); Galanin receptor type 3 (Homo sapiens), O60755; inhibition, % at 3 µM;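 active = inhibition above the screen-wide average plus 3 SD, cut at about 13% in these data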;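 note: forskolin and galanin both at EC90 stimulate the cells; cAMP rise reported by CNG channel membrane potential dye signal; 0% = forskolin plus galanin with DMSO and 100% = forskolin alone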
# Target sequence (O60755 1-299 limits assumed): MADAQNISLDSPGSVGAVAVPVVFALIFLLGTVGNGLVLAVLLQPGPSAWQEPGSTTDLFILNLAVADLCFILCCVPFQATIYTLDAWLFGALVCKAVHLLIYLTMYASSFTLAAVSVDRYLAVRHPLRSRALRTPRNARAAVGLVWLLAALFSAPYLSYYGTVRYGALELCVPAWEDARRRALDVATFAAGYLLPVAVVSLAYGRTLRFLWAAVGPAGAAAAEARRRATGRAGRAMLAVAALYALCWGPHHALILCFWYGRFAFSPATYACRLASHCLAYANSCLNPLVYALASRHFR
# p-CIP stab down = p/CIP-EGFP fusion destabilizers, primary screen, fluorescence, F442A cells | 16 h | decrease of EGFP signal, % at 10 µM | actives 0.01% (n = 290,000);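 active = EGFP signal decrease of at least 30% at 10 µM or well 3 SD below plate mean, unless failing retest; inactive = the rest, including hits failing retest or dose response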; note: some compounds called inactive have numbers as strong as hits; many of its hits are not listed in these tables
# PHOSPHO1 block = PubChem AID 1565. inhibition, % at 13.3 µM. Phosphoethanolamine/phosphocholine phosphatase (Homo sapiens), Q8TCT1. actives 1.1% (n = 290,000). recombinant PHOSPHO1, absorbance phosphatase assay; in the data active = inhibition above about 60%
# Target sequence (Q8TCT1 whole entry, looked up): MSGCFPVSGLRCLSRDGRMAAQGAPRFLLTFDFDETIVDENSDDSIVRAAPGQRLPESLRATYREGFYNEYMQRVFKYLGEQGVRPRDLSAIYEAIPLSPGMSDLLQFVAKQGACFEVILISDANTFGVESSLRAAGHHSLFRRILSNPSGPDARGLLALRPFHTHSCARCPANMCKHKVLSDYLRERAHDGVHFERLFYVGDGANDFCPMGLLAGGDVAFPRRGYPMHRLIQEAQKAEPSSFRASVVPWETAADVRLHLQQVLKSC
# * marks the source's active call; other numbers are inactive results; . = not tested or not shown; [ ] = dose if it differs, or a comment.
SMILES,CRFBP-R2 agonist,CRFBP-R2 block,IDE act,IDE inh,M4 PAM,MEKK3 PB1 HTS,GalR3 antag,p-CIP stab down,PHOSPHO1 block
CCN(CC)CCCNC(=O)c1[nH]c(C)c(C(=O)NC2CCCCC2)c1C,-0.4,-5,-1,-2,-4,97,-4,-11,6
COc1ccccc1-n1nnnc1SCC(=O)Nc1ccc(C)c(N)c1,-1.8,-10,1,4,2,101,-13,10,5
COc1ccc(C(=O)CSc2nnc(CN3CCCCC3)n2-c2ccc(F)cc2)cc1OC,9.0,-10,1,4,0,100,-12,-3,-1
Cc1cc(=O)n2nc(N3CCC(C(=O)Nc4cccc(Cl)c4C)CC3)sc2n1,-2.9,10,2,-4,3,101,-6,9,-8
Cc1cc(NC(=O)CSc2nnc(-c3ccccc3)c(-c3ccccc3)n2)no1,-0.8,1,8,2,1,103,-4,-4,6
O=C(Nc1ccon1)c1cccc(C(F)(F)F)c1,-0.2,-3,0,-1,6,70*[inhibitor],-5,-5,15
CCN(Cc1ccccc1)S(=O)(=O)c1c(C)[nH]c(C)c1C(=O)N1CCCCC1,-0.2,-3,-1,-2,1,92,-2,-1,17
CCOC(=O)c1c(C)c(C(=O)O)n(C)c1C,-2.2,-8,0,-1,5,107,-4,-5,-18
COc1ccc(C(=O)Nc2ccc(N3CCOCC3)cc2)cc1S(=O)(=O)N1CCCC1,-1.6,17,3,.,5,.,-4,.,.
COc1ccc([C@H]2C[C@H](n3cc(-c4ccc(F)cc4)nn3)[C@@H](O)CN2CC2CCCCC2)cc1,0.7,1,.,.,5,.,-4,.,.
O=C(Nc1ccc(C(=O)NC2CCCCC2)cc1)c1cccnc1,-4.4,-2,3,1,0,93,-6,-2,21
CCCCNC(=S)N(C)/N=C/c1ccc(F)cc1,1.3,-40,-1,0,4,100,3,-31,-8
O=C(O)Cc1csc(-c2ccccc2)n1,0.1,6,-9,-1,10,99,2,-6,34
O=S(=O)(c1cc(Cl)ccc1Cl)N1CCNCC1,6.7,4,9,9,-1,95,0,3,12
Cc1ccc(S(=O)(=O)N2CCOCC2)cc1C(=O)OCC(=O)NCc1ccccc1,0.5,-1,-2,-2,-4,.,-4,.,.
CCOC(=O)c1c(C)[nH]c(C(=O)N/N=C/c2ccc(OC)c(OC)c2)c1C,-0.9,-5,6,6,-6,99,-1,5,75*
OCc1ccccc1SSc1ccccc1CO,0.5,1,.,12,-3,.,1,.,.
CCNC(=O)/C=C1\NC(C)(C)Cc2c1ccc1ccccc21,-2.0,-13,6,-3,0,88,-10,11,9
CC1CCCC(NC(=O)CSc2ncnc3ccccc23)C1C (centres undefined),-2.7,-4,8,1,12,.,-5,.,.
O=C(NC1CCCN(Cc2ccc(Cl)cc2)C1)c1ccnc(Cl)c1 (centres undefined),0.7,-10,6,6,-7,107,1,6,.
Cc1ccc(C2CC(C(F)(F)F)n3nc(C(=O)NCCN4CCOCC4)cc3N2)cc1 (centres undefined),1.3,0,-6,0,1,102,-4,-9,25
COc1cc(CNc2nc3ccccc3n2C)cc(OC)c1OC,0.3,-10,4,-3,17,95,-3,0,-5
COC(=O)c1ccc(COC(=O)C2CCN(S(=O)(=O)c3ccc(C)c(C)c3)CC2)o1,4.8,1,4,4,-1,.,-5,.,.
Cc1ccc(NS(=O)(=O)c2ccc(Cl)nc2)c(C)c1,-1.6,3,4,.,4,.,2,.,.
COc1ccc(OCc2nnc3n2N=C(c2ccc(C)cc2)CS3)cc1,-2.2,25,5,-2,-3,88,-2,-3,26
O=C(COc1ccc2c(c1)OCO2)Nc1ccc(Cl)cn1,0.7,-12,-2,2,-3,98,-8,-15,6
COc1ccc2c(C)cc3nnnn3c2c1,-0.2,-2,3,5,5,108,-6,9,7
O=S(=O)(c1ccc(Cl)cc1)N1CCN(C(=S)Nc2ccc(F)c(Cl)c2)CC1,2.2,-17,6,0,-5,97,3,7,16
Cc1noc(-c2ccccc2)c1NC(=O)Nc1ccc(Cl)cc1,-0.1,2,5,2,-58,103,-3,-8,30
CCCCCCOc1ccc(N2C(=O)CC(NCCc3ccc(S(N)(=O)=O)cc3)C2=O)cc1 (centres undefined),-0.2,5,2,-9,-6,98,-5,-10,12
COc1ccc(S(=O)(=O)Nc2ccc3c(c2)CC(=O)N([C@@H](C)CO)C[C@@H](C)[C@@H](CN(C)Cc2ccccc2)O3)cc1,7.0,-16,-2,-1,0,.,-3,.,.
O=CN1CCN(C(=S)NC(=O)c2ccc(Cl)cc2)CC1,0.5,1,-2,.,4,102,-2,3,.
COC(=O)CCC(=O)OC1(C)C(=O)C=C2C=C(C3CC3)N(Cc3ccc(OC)cc3)C=C2C1=O (centres undefined),-0.3,11,4,0,-4,100,-4,-5,9
COc1ccc(Cl)cc1NC(=O)CSc1nc(C)cc(C)n1,-1.6,2,1,6,-2,90,-2,-13,-6
COc1cccc2cc(CC(=O)c3cc(C)ccc3C)c(=O)oc12,-1.0,6,4,0,-11,99,-10,-2,42
CCc1ccc2oc(C(=O)NCc3ccc(S(N)(=O)=O)cc3)c(C)c2c1,-3.1,12,0,7,-6,96,2,-4,4
CCN(CC)S(=O)(=O)c1ccc(NS(=O)(=O)c2ccc(O)c([N+](=O)[O-])c2)cc1,1.7,15,8,3,2,144*,-3,-6,1
CCCCn1c(N)c(N(CC(C)C)C(=O)COC(=O)Cc2c(C)nc3ccccc3c2C)c(=O)[nH]c1=O,-0.2,4,-1,7,6,104,4,14,43
Cn1cnc([N+](=O)[O-])c1SCC(O)CN1CCCCC1 (centres undefined),-1.2,-7,1,7,-2,100,0,-12,2
Cc1cccc(C)c1OCC(=O)NNC(=O)CCCn1c(=O)oc2ccccc21,-2.9,-10,1,0,7,.,-4,.,.
COc1ccc(-c2cc(C3CCN(c4cc(Cl)nc(N)n4)CC3)[nH]n2)cc1,0.2,-18,-9,11,-16,91,-5,-9,20
Nc1ncnc(NCc2ccc(F)cc2)c1[N+](=O)[O-],0.3,10,-3,1,8,98,-8,10,2
COc1ccc(NC(=O)c2ccc(NC(=O)c3cccnc3)cc2)cc1,0.6,4,.,.,1,.,-8,.,.
N#Cc1cnn2c1nc(N1CCCCC1)c1ccccc12,-0.1,-53,5,-1,-6,106,-5,12,-34
NC(=N\N=Cc1ccco1)/C(N)=N/N=Cc1ccco1,-2.6,2,-1,.,-3,.,-5,.,.
CC(C)CSc1nnc2[nH]c(=O)cc(N)n12,1.0,96*,5,2,4,60*[inhibitor],-1,0,-5
O=C(Nc1ccc(O)cc1C(=O)O)c1cccc(Br)c1,0.5,10,4,3,0,97,0,-1,-8
Cc1nc2ccccn2c1C(=O)NNC(=O)Nc1ccccc1,0.4,5,2,2,12,102,1,-8,8
Cc1nnn(C23C[C@@H]4C[C@@H](CC(C(=O)N5CCN(c6ccccc6)CC5)(C4)C2)C3)n1,0.5,-10,1,2,-1,66,-1,-6,12
CCCNCc1cc(OC)c(OCc2ccccc2)cc1Br,-1.6,1,-4,-2,4,97,-8,3,-193
O=C(O)c1ccc(N/N=C/c2cn(-c3ccccc3)nc2-c2cccs2)cc1,-1.7,-7,-1,8,-9,100,-5,18,-99
COc1ccc(N2CC(C(=O)Nc3cc(C)ccn3)CC2=O)cc1 (centres undefined),2.3,-9,7,11,1,90,9,1,37
Cc1noc(C)c1S(=O)(=O)Nc1ccc(C(=O)N2CCN(c3ccc(Cl)cc3)CC2)cc1,1.2,13,2,4,-9,.,-7,-10,24
Cc1nn(-c2ccccc2)c2sc(C(=O)O)cc12,0.6,-5,6,-1,7,102,2,-10,-7
COc1ccc(C(=O)O/N=C(\N)c2ccccc2)cc1,-1.6,4,-1,3,2,107,-11,-2,33
O=C(CSc1nnc(CNC(=O)c2ccccc2F)o1)NCC1CCCO1 (centres undefined),4.1,-15,1,-2,1,98,5,-10,8
O=C(NNS(=O)(=O)c1ccc(F)cc1)c1ccccc1O,-0.8,-5,3,8,-2,100,-3,-2,55
CCC1CCCCN1C(=O)N[C@@H](CCSC)C(=O)OC (some centres undefined),-0.8,1,1,-3,6,98,1,-6,-10
CCN(CC)CCNC(=O)C1(c2ccccc2)CCCCC1,-0.9,0,3,.,-5,.,-7,.,.
O=C(C1=C[C@H](C2CC2)C[C@H](OCCCCO)O1)N1CCN(Cc2ccccc2)CC1,-1.2,-6,4,-2,6,97,-4,-8,40
# (cont.)
SMILES,CRFBP-R2 agonist,CRFBP-R2 block,IDE act,IDE inh,M4 PAM,MEKK3 PB1 HTS,GalR3 antag,p-CIP stab down,PHOSPHO1 block
Cc1cc(C)nc(/N=C(\N)Nc2cc([N+](=O)[O-])ccc2C)n1,18,7,0,0,-6,113,-4,-12,-25
CCCS(=O)(=O)N1CCCC(C(=O)NCCCN2CCCC2=O)C1 (centres undefined),4.8,-4,2,1,5,98,1,-5,-10
O=C(O)c1ccc(CNC(=O)c2ccccc2NC(=O)c2ccc([N+](=O)[O-])cc2)cc1,-3.0,11,-2,-1,9,102,-3,-5,9
CC(C)c1ccc(N2C(=O)C(Cl)=C(N3CCOCC3)C2=O)cc1,2.0,-44,2,2,3,104,-9,2,7
OCCC1CN(C2CCC2)CCN1Cc1ccc(F)c(F)c1 (centres undefined),0.3,0,3,4,-4,105,-8,-5,34
Cc1ccccc1NC(=O)Cc1nnc(SCC(=O)NC2=NCCS2)n1C,-0.7,7,5,2,0,99,-8,-11,-28
COc1ccc(/C=N/NC(=O)c2nn(-c3ccc(Cl)cc3)c(=O)c3c(N)scc23)cc1,-1.8,4,5,5,7,104,-3,-8,100*
CC1=C(C(=O)OC(C)C)C(C)C(C(=O)OC(C)C)=C(C)N1,0.4,7,-1,-2,-2,97,-4,-1,-31
CC(=O)Oc1cccc(Nc2ncnc3ccccc23)c1,-0.8,-23,6,-3,-1,104,-6,2,25
CN(C)n1cnc2ccsc2c1=O,-2.7,3,5,1,-2,99,-1,4,37
Cc1ccc(C(=O)N2CCN(c3ccc(C(F)(F)F)cn3)CC2)c(C)c1,-2.4,8,-15,5,-12,93,2,2,26
COCC(=O)Nc1ccc(S(=O)(=O)Nc2nccs2)cc1,-0.5,-2,7,9,-4,104,-6,16,13
C=CCn1c(SCC(=O)Nc2ccccc2-c2ccccc2)nc2cc(C(=O)O)ccc2c1=O,3.8,0,-1,-1,2,94,-3,0,24
